Assay outcomes as filed in PubChem BioAssay.
D2 antag = D2 dopamine receptor (human) antagonism; AID 485344; 340,000 compounds, 2% hits; inhibition, % at 10 µM; HEK293 TREx D2 cells, calcium flux, dopamine EC80; in the data active = inhibition above about 30%; note: 0% is about no effect
Target sequence (P14416 whole entry, looked up): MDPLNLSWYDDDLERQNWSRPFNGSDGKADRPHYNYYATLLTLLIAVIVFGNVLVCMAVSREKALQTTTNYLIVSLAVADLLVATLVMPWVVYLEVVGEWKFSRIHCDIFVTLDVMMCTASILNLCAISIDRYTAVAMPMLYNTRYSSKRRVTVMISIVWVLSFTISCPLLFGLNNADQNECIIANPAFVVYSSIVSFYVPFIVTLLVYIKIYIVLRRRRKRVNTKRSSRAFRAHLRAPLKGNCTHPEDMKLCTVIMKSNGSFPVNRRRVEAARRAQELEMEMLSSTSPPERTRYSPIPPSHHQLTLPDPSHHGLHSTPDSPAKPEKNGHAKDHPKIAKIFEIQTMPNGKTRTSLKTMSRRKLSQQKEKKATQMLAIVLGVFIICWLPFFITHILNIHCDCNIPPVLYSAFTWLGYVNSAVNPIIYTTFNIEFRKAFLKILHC
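Tetracycline-induced HEK293 T-REx cells expressing D2 force-coupled to calcium signalling were dye-loaded, exposed to compound for 180 s, then challenged with an EC80 of dopamine; calcium flux was followed kinetically for a further 180 s.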
D1 antag = antagonists of human D1 dopamine receptor. activity change, negative = inhibition, % at 10 µM. 360,000 compounds, 3.2% hits. AID 504652. HEK293 TREx D1 cells, calcium flux, dopamine EC80; stronger effect = lower value. P21728; in the data active = activity change below about -30%; note: % is set by controls: 0 for no effect and ±100 for the full control effect
Target sequence (P21728 whole entry, looked up): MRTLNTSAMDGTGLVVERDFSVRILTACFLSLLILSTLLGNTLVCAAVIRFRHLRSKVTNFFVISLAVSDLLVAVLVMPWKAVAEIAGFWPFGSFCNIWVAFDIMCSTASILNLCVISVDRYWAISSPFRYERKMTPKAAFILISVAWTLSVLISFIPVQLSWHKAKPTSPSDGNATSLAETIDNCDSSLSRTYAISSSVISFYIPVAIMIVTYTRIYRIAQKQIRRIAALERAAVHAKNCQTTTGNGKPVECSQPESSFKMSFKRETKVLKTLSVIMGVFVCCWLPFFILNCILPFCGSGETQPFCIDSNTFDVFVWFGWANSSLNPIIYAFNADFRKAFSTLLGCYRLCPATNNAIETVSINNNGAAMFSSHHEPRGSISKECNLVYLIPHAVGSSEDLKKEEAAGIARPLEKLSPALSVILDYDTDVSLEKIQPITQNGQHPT
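Inducible Hek293 Trex D1 cells (tetracycline, overnight, 30 C). Calcium dye 30–90 min RT. Antagonist mode: EC80 dopamine added after 180 s compound read.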
TRHR enhancer = TRH receptor (human) allosteric enhancement. 360,000 compounds, 0.66% hits. enhancement, % at 2 µM. AID 493056. P34981. TRHR cells, fluo-8 calcium fluorescence, EC20 TRH enhancement; in the data active = enhancement above about 30%; note: 0% is about no effect
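TRHR-expressing cells loaded with fluo-8 calcium dye were read kinetically (ex 480/em 530) during compound addition, then stimulated with an EC20 of TRH (10 nM final). Enhancement of the Gq-mediated intracellular calcium response was scored.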
RXFP1 antag = RXFP1 (human) relaxin receptor antagonism; HEK293-RXFP1, relaxin-stimulated cAMP HTRF, 30 min; stronger effect = lower value; activity change, negative = inhibition, % at 57.5 µM; 350,000 compounds, 0.59% hits; AID 1259400;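 active = activity change of -60% or lower, but not beyond a set lower limit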; note: % is set by controls: 0 for no effect and ±100 for the full control effect
D1 ag = human D1 receptor agonism. P21728. HEK293 T-REx D1 cells, calcium flux, agonist mode. activation, % at 2 µM. 360,000 compounds, 1% hits. AID 504660; note: 0% is about no effect
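Inducible HEK293 T-REx D1 cells, force-coupled to calcium signalling, were plated at 4000 cells/well with tetracycline and held overnight at 30 C. After no-wash calcium dye loading, compound-evoked calcium rise over 180 s flagged agonists.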
D2 potentiator = D2 dopamine receptor (human) potentiation; HEK293 T-REx D2, calcium flux, EC20 dopamine potentiation; AID 485347; 340,000 compounds, 0.34% hits; P14416; potentiation, % at 10 µM;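 active = potentiation over 3 SD above the plate norm, cut at about 30% in these data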; note: 0% is about no effect
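Cells plated with tetracycline inducer and held overnight at 30 C; calcium dye loaded 30–90 min at room temperature; baseline taken, compound added and read 180 s; EC20 dopamine then added and read 180 s.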
TRHR agonist = activates the human TRH receptor; P34981; TRHR cells, calcium flux fluo-8, FDSS agonist mode; activation, % at 2 µM; 360,000 compounds, 0.18% hits; AID 493084; note: 0% is about no effect
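Read-out: compound-evoked intracellular calcium rise in TRHR cells, fluo-8 dye, kinetic FDSS fluorescence at 1 s/cycle following a 10-cycle baseline. Cells cultured overnight before dye loading (30 min–1.5 h, RT).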
D2 ag = agonists of human D2 dopamine receptor | P14416 | HEK293 T-REx D2 cells, calcium flux agonist mode | activation, % at 2 µM | 340,000 compounds, 0.53% hits | AID 485358;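 active = activation over 3 SD above normal in the single-dose calcium agonist read, cut at about 30% in these data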; note: 0% is about no effect
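Tetracycline-induced HEK293 T-REx cells with force-coupled D2 receptor, plated overnight at 30 C, loaded with no-wash calcium dye. After a 10 s baseline, compound was pin-added and calcium flux read kinetically for 180 s; calcium rises flagged agonists.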
D1 potentiator = potentiators of human D1 dopamine receptor; P21728; HEK293 TREx D1 cells, calcium flux, dopamine EC20 potentiation; potentiation, % at 10 µM; 360,000 compounds, 0.036% hits; AID 504651; in the data active = potentiation above about 30%; note: 0% is about no effect
* = called active by the depositor; . = not tested or not shown. Cut-off read from the data, not from the text of the source, unless noted: active = activation above about 30%; inactive = the rest.

SMILES	D2 antag	D1 antag	TRHR enhancer	RXFP1 antag	D1 ag	D2 potentiator	TRHR agonist	D2 ag	D1 potentiator
O=C(CSc1ccc([N+](=O)[O-])cn1)Nc1cc(C(F)(F)F)ccc1N1CCOCC1	-12	-10	-4	7	2	2	-0.3	1.4	-5
COC(=O)c1[nH]c2cccc(OC)c2c1NC(=O)CN1CCOCC1	-4	-3	5	-7	0	3	-2.3	-0.4	-1
CC[n+]1oc(-c2ccccc2)cc1C	4	14	3	-1	1	6	0.1	8.4	0
O=C(CCN1CCOCC1)N1CCc2c([nH]c3ccccc23)C1c1cccc(Cl)c1 (configuration not stated)	.	-20	3	-25	3	.	0.2	.	0
CN(C)C(=O)CSc1nc2ccc(N3C(=O)c4ccccc4C3=O)cc2s1	-5	1	-1	-2	7	16	0.3	0.1	-1
CCOC(=O)c1c(C)oc2nc(C)nc(NCc3ccc(OC)cc3)c12	.	0	-4	-3	1	-4	-0.3	-1.0	-3
CC1CC(C)CN(C(=O)c2cc(-c3ccccn3)nc3ccccc23)C1 (configuration not stated)	13	15	13	9	1	8	-0.3	0.0	1
CN(CC(=O)Nc1ccccc1Br)C(=O)c1ccccc1Cc1ccccc1	5	4	-17	-3	2	-13	-3.3	-1.0	2
CCN(C(=O)c1noc2c1COc1ccc(C)cc1-2)c1cccc(C)c1	.	-3	-1	.	2	-4	0.5	0.3	0
COc1ccc(N=CC=C2OC(C)(C)C(C)(C)O2)cc1OC	-19	-17	3	5	-1	10	0.6	1.5	-2
O=C(COc1ccccc1)Nc1ccc(CN2CCCCC2)cc1	12	-8	-4	-2	9	-3	4.9	1.2	2
CCOC(=O)C(=O)Nc1cc(C)nn1-c1nc2ccccc2[nH]1	13	-15	1	10	1	-13	-2.0	-1.1	-4
Cc1cccc(NC(=O)C2(c3ccccc3)CCOCC2)c1	1	9	10	-10	1	7	-0.5	0.2	6
O=S(=O)(NC1CCCCC1N1CCN(c2ccccc2F)CC1)c1ccccc1 (configuration not stated)	-10	13	-5	11	3	-10	0.3	3.2	-3
COc1ccc(OC)c(CNC(=O)CCSCc2ccc(F)cc2Cl)c1	0	5	20	10	1	-15	0.1	-1.4	-7
COc1ccccc1-c1nc(C#N)c(N2CCC(Cc3ccccc3)CC2)o1	-5	-4	6	-11	8	8	-1.2	0.1	-3
O=C(NCc1ccco1)/C(=C/c1ccco1)NC(=O)c1ccc(Br)o1	.	-3	-2	.	2	0	-0.7	.	-2
COc1ccc(-n2c(C)nc(N)c2C(=O)c2ccccc2)cc1	10	-9	-1	-4	3	6	-0.2	0.6	2
COc1ccc(C(=O)Cn2nnc(-c3ccccc3NC(=O)C3CC3)n2)cc1	-19	-3	-5	7	3	10	-0.2	-0.1	1
Cc1coc2cc3oc(=O)c4c(c3cc12)CCC4	-10	12	3	.	4	5	-0.6	0.0	11
CCC(Sc1nc2c(cnn2-c2ccc(Cl)cc2)c(=O)[nH]1)C(=O)OC (configuration not stated)	-3	11	-10	8	0	5	0.2	0.5	0
CN(c1ccccc1)c1nc(N)c([N+](=O)[O-])c(NCc2ccco2)n1	13	10	1	-12	1	7	0.0	0.0	0
C(=N\NC1=Nc2cccc3cccc1c23)/c1cccnc1	4	7	3	3	2	3	0.9	2.0	2
CC(C)C(=O)C1=Cc2cccc([N+](=O)[O-])c2OC1N1CCOCC1 (configuration not stated)	0	-36*	5	-1	0	5	1.8	0.4	-1
COc1ccc(C2=CSC3=NCCN23)cc1[N+](=O)[O-]	21	-9	-13	-8	2	-1	1.3	0.7	1
CC1CC(OCC(O)CN2CCOCC2)CC(C)(C)C1 (configuration not stated)	46*	3	-5	-6	9	-4	0.2	-0.1	3
COc1ccc(Cl)cc1C(=O)NC(C)C	15	24	0	-9	-1	4	-1.0	0.2	-1
CC(Nc1ccccc1)C(=O)Nc1ccc(F)cc1 (configuration not stated)	.	2	-8	-13	0	.	-0.6	.	0
CCCN1C(=O)/C(=C/c2ccc(C)s2)SC1=Nc1ccc(OC)cc1	-16	0	4	-20	4	8	0.3	-0.4	-1
CCOc1ccc(NC(=O)/C=C/c2ccccc2)c([N+](=O)[O-])c1	0	3	0	-20	4	-4	-0.7	-1.1	-2
CCCOC(=S)Nc1ccccc1	3	-2	3	-15	1	16	0.0	-1.0	-6
Cn1ccsc1=NC(=O)c1cc(S(=O)(=O)N2CCOCC2)ccc1Cl	-4	2	9	-5	-1	1	0.4	0.2	1
O=C(COc1ccccc1)NCCc1csc(-c2ccc(Cl)cc2)n1	.	-49*	2	-11	14	8	-0.3	-1.0	-3
CCOc1c(Cl)cc(CNCc2ccncc2)cc1OC	-11	-14	-1	-14	11	3	0.5	0.9	0
CC(C)c1ccc(C2c3[nH]c4ccccc4c3C[C@H]3C(=O)N(c4ccccc4C(=O)N4CCC[C@@H]4C(=O)O)C(=O)N23)cc1 (some centres not stated)	-13	2	0	.	3	11	-0.4	0.5	-4
CC(=O)NC(CCS(C)(=O)=O)C(=O)Nc1cc(Cl)ccc1Cl (configuration not stated)	-1	-6	2	5	0	3	-0.1	-1.9	1
CCOC(=O)N1CCN(CCc2ccccc2)CC1	.	5	-1	0	3	.	-0.7	.	-4
CC(C)OCCCNC(=O)CN1C(=O)/C(=C/c2ccccc2)Sc2ccccc21	-10	-11	-5	2	-2	-1	0.0	-5.0	3
O=C(NNC(=O)C1CC2CCC1C2)c1sc2ccccc2c1Cl (configuration not stated)	-7	-34*	-6	-1	3	-3	-1.4	-1.1	-5
COc1ccc(C(=O)n2nc(-c3ccc(Cl)cc3)nc2NCc2ccco2)cc1	.	-4	0	8	4	7	-0.9	-0.6	-2
COCCN1Cc2cccc(C(=O)Nc3cccc(C)c3C)c2C1=O	0	2	-5	-3	0	-1	-0.9	0.3	1
O=C(Nc1ccon1)c1cccc(S(=O)(=O)N2CCCC2)c1	14	-10	2	-12	5	-5	0.2	0.6	0
Cc1nc(N)sc1C(=O)N/N=C/c1ccccc1[N+](=O)[O-]	33*	-13	9	.	0	5	-1.8	1.2	-9
COc1ccc(CCNCC(O)Cn2ccc3ccccc32)cc1OC (configuration not stated)	-6	-22	4	2	20	-18	0.9	1.2	-9
CC(=O)Cc1c(C(=O)O)c(C)nn1-c1ccccc1	3	23	-10	3	0	1	0.4	-0.7	9

Rewritten in markdown: six of the compounds above
| smiles | D2 antag | D1 antag | TRHR enhancer | RXFP1 antag | D1 ag | D2 potentiator | TRHR agonist | D2 ag | D1 potentiator |
| --- | --- | --- | --- | --- | --- | --- | --- | --- | --- |
| CC(C)OCCCNC(=O)CN1C(=O)/C(=C/c2ccccc2)Sc2ccccc21 | -10 | -11 | -5 | 2 | -2 | -1 | 0.0 | -5.0 | 3 |
| CCOc1c(Cl)cc(CNCc2ccncc2)cc1OC | -11 | -14 | -1 | -14 | 11 | 3 | 0.5 | 0.9 | 0 |
| COCCN1Cc2cccc(C(=O)Nc3cccc(C)c3C)c2C1=O | 0 | 2 | -5 | -3 | 0 | -1 | -0.9 | 0.3 | 1 |
| CC(=O)Cc1c(C(=O)O)c(C)nn1-c1ccccc1 | 3 | 23 | -10 | 3 | 0 | 1 | 0.4 | -0.7 | 9 |
| O=C(Nc1ccon1)c1cccc(S(=O)(=O)N2CCCC2)c1 | 14 | -10 | 2 | -12 | 5 | -5 | 0.2 | 0.6 | 0 |
| Cc1nc(N)sc1C(=O)N/N=C/c1ccccc1[N+](=O)[O-] | 33* | -13 | 9 | . | 0 | 5 | -1.8 | 1.2 | -9 |

Further entries.
SMILES	D2 antag	D1 antag	TRHR enhancer	RXFP1 antag	D1 ag	D2 potentiator	TRHR agonist	D2 ag	D1 potentiator
O=C(NNC(=S)Nc1ccc(Cl)cc1Cl)c1ccncc1	-7	-7	1	1	3	-5	-1.8	-1.5	-4
Cc1ccc(S(=O)(=O)NC(N)=NCCC[C@@H](N)C(=O)Nc2cc(C(F)(F)F)ccc2Cl)cc1	.	-15	17	.	1	.	-1.1	.	1
Cc1ccc2cc(CCNC(=O)C3CCCCC3)c(=O)[nH]c2c1C	3	4	-2	.	-1	1	-1.2	0.0	-6
CCCn1cc(SCC(N)=O)c2ccccc21	31*	8	-7	-2	1	10	-0.6	-1.6	-7
O=S(=O)(c1ccc(Cl)cc1Cl)n1ccc2cccnc21	-6	-8	-7	-27	3	-3	-7.0	0.0	6
CCN1CCN(C(=O)c2ccc(NS(=O)(=O)c3ccccc3)cc2)CC1	-4	17	2	-5	-1	-5	0.8	0.8	4
O=C(NC(=S)NC1CCSC1=O)c1ccc([N+](=O)[O-])cc1 (configuration not stated)	7	-4	20	.	2	2	-0.3	0.4	0
COc1ccc(CNC(=O)Cn2nnc(-c3ccc(NC(=O)C4CCCCC4)cc3)n2)cc1	.	0	-2	0	1	.	1.1	.	2
CCOC(=O)C1CCN(S(=O)(=O)c2ccc(C(=O)OC)cc2)CC1	-16	-7	-3	-31	0	7	-0.2	0.2	-4
COCCN1C(=O)N[C@@H](c2ccc(Br)cc2)C(C(=O)OC)=C1C	4	72	-3	.	-1	-7	1.0	0.5	0
COCc1cc(C)nc2sc(C(=O)Nc3ccc(OC)cc3)c(N)c12	.	9	5	-5	6	.	-0.5	.	0
CCCCN(c1ccc(C(=O)OC)cc1)S(=O)(=O)c1ccccc1	-2	12	2	1	12	0	-0.6	0.4	-14
CC(=O)NNc1ccc(C(F)(F)F)cc1[N+](=O)[O-]	-18	26	2	-4	2	-17	0.1	0.8	-8
COc1ccc(-c2nc3ccccc3c(=O)n2CCOc2ccc(C)cc2C)cc1	8	-4	5	-2	3	-2	1.0	0.3	-8
CCOc1ccc(-c2nc(C#N)c(N3CCCCCC3)o2)cc1	-9	13	-7	.	-2	6	-0.2	-1.3	-2
COc1ccc(S(=O)(=O)Nc2cc(Cl)ccc2-n2cncn2)cc1	-9	-62*	6	1	0	5	1.1	-0.2	-1
Cc1ccc(S(=O)(=O)Nc2ccc3c(c2)nc(CCN2CCCCC2)n3C)cc1	20	15	-4	-3	2	-27	0.3	-0.5	-1
Cn1nc(C(F)(F)F)cc1C(=O)Nc1ccc(Cl)cc1	14	-20	-6	-6	22	7	-0.4	1.2	-3
CN(C)c1ccc(/C=N/NC(=O)C2CC2c2ccccc2)cc1 (configuration not stated)	-14	-1	-2	-3	1	-11	-1.1	0.0	7
O=C(NN1C(=O)C2C3C=CC(O3)C2C1=O)c1ccccc1 (configuration not stated)	-6	1	4	3	1	-1	1.2	0.1	1
Cn1c(=O)c2c(nc(N3CCOCC3)n2C)n(C)c1=O	0	-9	-3	2	5	11	0.4	1.2	0
CCCc1nnc(NC(=O)C2CC(=O)N(C3CCCC3)C2)s1 (configuration not stated)	2	-21	1	-1	-1	.	0.1	5.4	-10
CCCC(O)(c1ccc(Cl)cc1)C(CN1CCOCC1)c1ccc(Cl)cc1 (configuration not stated)	2	11	1	-32	2	-2	1.2	-0.8	3

Hits appear at their usual frequency (roughly 7.3% active in at least one column).
